GPR151 ag: activators of human GPR151, primary screen, cell-based, PathHunter beta-arrestin, luminescence | G-protein coupled receptor 151 (Homo sapiens), Q8TDV0 | PathHunter beta-arrestin GPR151 cells | activation, % at 11.2 µM | actives 1% (n = 650,000) | AID 1508602, 2020; in the data active = activation above about 4.9%;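 also: 0% = median of compound wells and 100% = cells with positive control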
Target sequence (Q8TDV0 whole entry, looked up): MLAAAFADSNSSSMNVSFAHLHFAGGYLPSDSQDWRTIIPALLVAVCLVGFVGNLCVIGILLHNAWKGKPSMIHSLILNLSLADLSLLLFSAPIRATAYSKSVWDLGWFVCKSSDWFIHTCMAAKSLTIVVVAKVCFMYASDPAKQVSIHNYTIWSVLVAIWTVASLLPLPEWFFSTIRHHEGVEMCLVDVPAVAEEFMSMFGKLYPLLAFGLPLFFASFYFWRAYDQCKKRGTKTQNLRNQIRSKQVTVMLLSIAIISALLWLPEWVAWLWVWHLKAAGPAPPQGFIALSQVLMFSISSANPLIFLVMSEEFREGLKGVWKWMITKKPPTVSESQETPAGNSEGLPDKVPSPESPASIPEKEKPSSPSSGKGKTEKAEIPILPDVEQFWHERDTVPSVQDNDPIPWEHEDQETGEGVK
FBW7 activator: FBW7 E3 ligase activators, primary screen, biochemical, AlphaScreen, human; AlphaScreen FBW7–phospho-cyclin E peptide binding, activator screen; normalized activity (activation), % at 26.1 µM; actives 0.13% (n = 650,000); AID 1259310, 2017; in the data active = normalized activity above about 1.9%;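 also: purified mutant Fbw7 with reduced substrate affinity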
TEAD-YAP block: TEAD-YAP interaction inhibition, primary screen, TEAD-YAP interaction inhibitor project, luminescence, HEK-TIYL cells; TEAD-Gal4/YAP UAS-luciferase luminescence; inhibition, % at 9.12 µM; actives 1.4% (n = 640,000); AID 1259422, 2018; in the data active = inhibition above about 32%;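 also: 0% = median of test compound wells and 100% = reference inhibitor wells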
MITF inh: MITF inhibitors, primary screen, biochemical, AlphaScreen, human. inhibition, % at 2.6 µM. Microphthalmia-associated transcription factor (Homo sapiens), O75030. AlphaScreen MITF homodimerization, bead proximity signal. actives 0.91% (n = 650,000). AID 1259374, 2018; in the data active = inhibition above about 50%;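 also: 0% = vehicle wells with protein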
Target sequence (O75030 whole entry, looked up): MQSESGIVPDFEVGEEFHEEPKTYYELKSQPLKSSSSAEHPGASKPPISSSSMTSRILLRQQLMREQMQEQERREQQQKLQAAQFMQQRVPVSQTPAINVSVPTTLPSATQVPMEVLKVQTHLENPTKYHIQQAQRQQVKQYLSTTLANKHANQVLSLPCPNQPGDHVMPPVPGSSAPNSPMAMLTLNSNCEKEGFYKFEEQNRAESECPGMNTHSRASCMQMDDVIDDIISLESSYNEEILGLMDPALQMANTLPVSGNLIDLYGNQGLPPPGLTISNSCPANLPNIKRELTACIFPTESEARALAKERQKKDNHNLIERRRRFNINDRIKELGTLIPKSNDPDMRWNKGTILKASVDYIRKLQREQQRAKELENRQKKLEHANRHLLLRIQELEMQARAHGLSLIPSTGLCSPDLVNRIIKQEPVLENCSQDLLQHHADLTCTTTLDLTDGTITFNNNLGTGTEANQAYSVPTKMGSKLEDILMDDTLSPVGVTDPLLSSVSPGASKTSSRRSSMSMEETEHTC
* hit, by the source's call; & = joins results of further samples.

SMILES,GPR151 ag,FBW7 activator,TEAD-YAP block,MITF inh
O=C(NCCc1c[nH]c2ccccc12)c1cnc(N2CCCC2)nc1,-0.5,-0.2,-6.0,-5.7
COCCCNC(=O)CN(Cc1ccccc1Cl)S(=O)(=O)c1ccc(Cl)cc1,-1.2,0.1,-1.7,-9.5
O=C(OCC(=O)c1cccc2ccccc12)c1ccc([N+](=O)[O-])o1,-0.4,-0.3,2.1,15.4
O=C(Cn1c(CO)cnc1SCC(=O)N1CCc2ccccc21)NCc1ccc(F)cc1,-1.8,0.0,5.8,-0.1
CN(C)C(=O)CN(C)S(=O)(=O)c1ccc(Cl)cc1,0.1,0.0,-0.3,-2.2
CCCN(CCC)Cc1c(C(=O)N/N=C/c2ccc(CC)cc2)nnn1-c1nonc1N,-0.2,0.0,-10.4,-2.2
Cc1cccc(C)c1N(C(=O)c1ccc(Cl)cc1Cl)C(=O)C(c1ccc([N+](=O)[O-])cc1)N1CCOCC1 (configuration not stated),-0.2,-0.1,8.3,-3.3
CCOc1ccc(-c2nnc(SCC(=O)NCc3ccc(C)cc3)nc2-c2ccc(OCC)c(OC)c2)cc1OC,-0.5,0.1,8.4,6.2
CCOC(=O)c1ccc(NC(=O)NCc2ccc(C(=O)O)cc2)cc1,-2.1,0.6,10.8,9.8
COc1ccc(C(=O)CN2CCN(S(=O)(=O)c3cc(Cl)ccc3Cl)CC2)cc1OC,1.3,0.2,6.1,11.2
COc1ccc(/C=C(/NC(=O)c2ccco2)C(=O)N2CCN(C)CC2)cc1,0.7,0.6,14.3,3.4
Cc1cccc(NC(=O)N2CCCC2C(=O)NCC(C)C)c1 (configuration not stated),-0.2,0.0,4.5,2.6
C=CCn1c(N2CCC(C(=O)NC(C)c3cc(OC)ccc3OC)CC2)nc2ccccc21 (configuration not stated),-0.7,0.6,10.1,14.8
CNC(=S)N1CCCN(c2nc3c(C)c(C)ccc3cc2C#N)CC1,1.9,-0.4,-5.2,-11.4
Cc1cc(C)n(CCC(=O)NCC2Cc3cc(Cl)cc(-c4cnccn4)c3O2)n1 (configuration not stated),0.6,0.1,-2.1,7.8
COc1ccc(NC(=O)CNc2ccc([N+](=O)[O-])cc2OCC(=O)O)cc1,1.1,-0.3,8.3,7.7
O=C(CSc1nc2ccccc2c(=O)n1Cc1ccccc1)NCc1ccccc1,-2.1,0.3,-1.7,-9.5
CCOc1ccccc1NC(=O)C(NS(=O)(=O)c1ccc2nc(C)sc2c1)C(C)C (configuration not stated),0.3,0.0,1.2,9.6
O=C(O)c1nn(CC(=O)N(C2CCCCC2)C2CCCCC2)c(=O)c2ccccc12,0.0,-0.1,1.6,-6.3
CCCn1c(C(=O)Nc2ccccc2F)cc2c(=O)n(C)c(=O)n(C)c21,0.7,-0.3,4.4,-11.8
CCCCNC(=O)CSc1nc2ccsc2c(=O)n1C1CCN(C(=O)OCC)CC1,2.8,-0.1,-17.6,6.0
CC(=O)c1c(C)oc2ccc(N(C(=O)Oc3ccccc3)S(=O)(=O)c3ccc4ccccc4c3)cc12,0.3,-0.2,-7.9,-8.9
CCOC(=O)Cc1csc(NC(=O)/C=C/c2ccc(OC)cc2)n1,1.9,0.0,12.6,-7.1
Cc1ccc(S(=O)(=O)N(CC(=O)O)c2cccc(C)c2C)cc1,-0.3,1.2,6.7,7.9
O=C(c1ccc([N+](=O)[O-])cc1)N1CCSC1c1ccccc1 (configuration not stated),0.7,0.0,-2.6,7.0
COc1ccc(OC)c(CN2CCC(N(C)Cc3ccccc3)CC2)c1,-0.8,0.3,6.0,48.4
S=c1[nH]nc(-c2ccccc2)n1/N=C/c1ccco1,0.1,-0.1,2.8,4.5
COCCNC(=O)COc1ccc2ccccc2c1,0.7,-0.1,-2.6,4.1
CC1=NN(c2ccc(S(N)(=O)=O)cc2)C(=O)/C1=C\c1cccc([N+](=O)[O-])c1,-0.1,0.2,-0.7,15.0
Cc1cccnc1NC(=O)NCc1noc2ccccc12,2.2,-0.2,-3.8,-1.9
CCOc1ccc(OCC(=O)Nc2ccc(S(=O)(=O)Nc3cc(C)on3)cc2)cc1,0.6,0.0,-5.6,-5.5
CC(=O)N1CCN(c2c(C)c(C)nc3cc(-c4ccc(Cl)cc4)nn23)CC1,-0.7,-0.2,-39.9,-8.1
COc1cccc(-c2nc3ccccc3c(=O)n2NC(=O)c2ccccc2Br)c1,-0.1,0.9,4.3,3.0
COc1cccc(CNC(=O)Nc2ccc(-c3ccnc4nc[nH]c34)cc2)c1,0.0,0.9,6.5,33.4
O=C(CC(O)(C(F)(F)F)C(F)(F)F)Nc1ccc(Cl)c(Cl)c1,2.9,-0.3,58.9*,5.1
C=CCSc1nnc2c(n1)OC(c1ccccn1)Nc1ccccc1-2 (configuration not stated),1.5,0.4,-31.5,15.2
CCOc1ccc(-n2nc3ccc(NC(=O)COc4ccccc4)cc3n2)cc1,-0.6,0.1,-0.2,-7.4
Nc1ccc2c(c1)C(=O)N(CCC(=O)O)C2=O,0.5,0.1,0.6,0.6
CCCCOc1ccc(/C=c2\sc3nc(-c4cccs4)nn3c2=O)cc1,2.9,-0.1,8.2,-10.1
COC(=O)c1sccc1NC(=O)c1sc2nc3n(c(=O)c2c1C)CCCCC3,-0.9,-0.1,-2.7,-13.8
CC(=O)Oc1cc(C(=O)Nc2cccc(C#N)c2)cc(C(=O)Nc2cccc(C#N)c2)c1,-1.0,0.1,-1.6,-12.6
Cn1ncc2c(Nc3ccc(F)c(F)c3)ncnc21,3.6,0.2,13.4,15.3
CN(C)C(CNC(=O)NCc1cccs1)c1ccccc1Cl (configuration not stated),0.3,-0.1,-1.5,6.7
O=C1Cc2cc(S(=O)(=O)Nc3cccc(C(F)(F)F)c3)cc3c2N1CCC3,0.4,-0.2,4.4,9.9
CCCOc1ccccc1C1C(C(=O)OC)=C(C)NC2=C1C(=O)CC(c1ccc(Cl)cc1)C2 (configuration not stated),-2.6,0.3,1.0,-4.5

Random excerpt: 5 compounds from above, in no set order.
SMILES,GPR151 ag,FBW7 activator,TEAD-YAP block,MITF inh
COC(=O)c1sccc1NC(=O)c1sc2nc3n(c(=O)c2c1C)CCCCC3,-0.9,-0.1,-2.7,-13.8
CCCOc1ccccc1C1C(C(=O)OC)=C(C)NC2=C1C(=O)CC(c1ccc(Cl)cc1)C2 (configuration not stated),-2.6,0.3,1.0,-4.5
Cn1ncc2c(Nc3ccc(F)c(F)c3)ncnc21,3.6,0.2,13.4,15.3
CCCCOc1ccc(/C=c2\sc3nc(-c4cccs4)nn3c2=O)cc1,2.9,-0.1,8.2,-10.1
CCOc1ccc(-n2nc3ccc(NC(=O)COc4ccccc4)cc3n2)cc1,-0.6,0.1,-0.2,-7.4

New compounds follow:
SMILES,GPR151 ag,FBW7 activator,TEAD-YAP block,MITF inh
OC12CCCCC1C(c1ccc(Cl)cc1Cl)NCC2 (configuration not stated),-0.9,1.0,-5.9,8.5
O=C(Nc1ccccc1Cl)c1ccc(F)c(S(=O)(=O)N2CCCC2)c1,-1.6,0.1,-4.7,-1.7
O=C(COC(=O)c1ccc(OC(F)F)cc1)Nc1ccc2[nH]c(=O)[nH]c2c1,1.9,-0.1,-0.3,-6.5
O=C(CCCN1C(=O)c2ccccc2C1=O)Nc1cccc(C(=O)O)c1,1.1,0.2,9.1,3.2
CC(C)N(C(=O)CSc1nnc(NC(=O)Cc2cccs2)s1)C(C)C,-0.7,-0.2,4.6,-3.8
Nc1nnc(SCC(=O)NNC(=O)c2ccc(F)cc2)s1,0.3,0.2,6.4,7.3
COc1ccc(-c2cc3nc(C)cc(NCc4ccco4)n3n2)cc1,0.1,0.0,-55.1,1.2
CCn1c(=O)c2c(nc(SCC(=O)NC(C)(C)C)n2C)n(C)c1=O,0.8,-0.1,-5.8,6.2
COc1ccc(C2CC(=O)C3=C(C2)NC(C)=C(C(=O)OC(C)C)C3c2ccccc2OC(C)C)cc1 (configuration not stated),0.1,2.4*,-7.0,8.1
CC(C)c1ccc(NC(=O)C2CCCCC2C(=O)O)cc1 (configuration not stated),-1.2,0.6,6.3,-0.3
CCOCCCNC(=O)C1CC(=O)N(c2ccc(F)c(Cl)c2)C1 (configuration not stated),2.2,0.0,4.8,-3.4
CCN(CC)CCN1C(=O)c2ccccc2NC1c1cc(OC)c(OC)c(OC)c1 (configuration not stated),0.8,0.1,2.0,10.8
COc1ccc(C2CC(=O)C3=C(C2)NC(C)=C(C(=O)OC2CCCC2)C3c2cccc(O)c2)cc1 (configuration not stated),-0.9,0.3,0.2,11.4
CC(=O)c1cccc(NC(=O)/C(=C/c2cccc([N+](=O)[O-])c2)NC(=O)c2cccs2)c1,-0.2,-0.1,10.5,8.0
CC(C)(C)C(=O)Nc1ccc(NC(=O)C2CC2)nc1,0.2,0.0,6.8,0.0
CC(C)(CO)NCc1ccccc1OCC(=O)Nc1ccccc1,0.2,0.0,-11.1,2.8
O=C1C(C=NCc2ccc(Cl)cc2)=C(O)c2ccccc21,-0.5,0.2,-7.0,21.3
O=C1OCCC1Sc1nnc(-c2ccccc2Cl)o1 (configuration not stated),-5.4,0.2,30.5,7.5
Cc1noc(NS(=O)(=O)c2ccc(NC(=O)c3ccc(Br)cc3)cc2)c1C,1.6,0.1,8.6,-4.1
COc1cccc(C2/C(=C(\O)c3ccc(Cl)cc3)C(=O)C(=O)N2c2nc3ccccc3s2)c1 (configuration not stated),-0.3,0.3,2.1,9.1
CN(C)CCNc1ncnc2ccccc12,0.1,-0.4,2.1,4.4
COc1cc(C(=O)NCCCC(=O)OC2CCCCC2)cc(OC)c1OC,2.4,-0.1,14.7,6.6
CCCn1c(=N)c(S(=O)(=O)c2ccccc2)cc2c(=O)n3cccc(C)c3nc21,1.1,0.1,-2.8,-10.2
COc1ccccc1CC(=O)Nc1ccc(-c2nc3ccccc3c(=O)o2)cc1,-1.7,0.1,12.2,-4.1
O=C(CCSCCc1ccccn1)Nc1cccc([N+](=O)[O-])c1,0.3,-0.2,-1.6,3.7
CCOc1cccc(C2c3c(oc4ccccc4c3=O)C(=O)N2CCN(C)C)c1 (configuration not stated),-0.6,0.1,-22.0,7.6
O=C(Cn1nnc2ccccc21)N/N=C/c1ccccc1O,-0.7,0.2,5.8,22.9
COc1ccc(CN(C(=O)c2ccccc2C)C2CCS(=O)(=O)C2)cc1 (configuration not stated),0.7,0.0,4.8,-5.5
Cc1ccc(/C=N/Nc2nc(C(C)(C)C)cs2)o1,-0.5,0.5,-46.4,16.3
O=C1CC(c2ccc(S(=O)(=O)NCc3ccccc3)cc2)CN1 (configuration not stated),0.3,0.0,6.9,40.8

Entries of single compounds as entered above.
`CN(C)CCNc1ncnc2ccccc12` in the list: GPR151 ag = 0.1; FBW7 activator = -0.4; TEAD-YAP block = 2.1; MITF inh = 4.4
`COc1ccc(CN(C(=O)c2ccccc2C)C2CCS(=O)(=O)C2)cc1` (configuration not stated) in the list: GPR151 ag = 0.7; FBW7 activator = 0.0; TEAD-YAP block = 4.8; MITF inh = -5.5

(cont.)
SMILES,GPR151 ag,FBW7 activator,TEAD-YAP block,MITF inh
CCCCn1nnnc1NCc1cccs1,1.3,0.0,1.8,2.7
O=c1[nH]c2c(oc3ccccc32)c(=O)n1Cc1ccc(Cl)cc1,0.5,0.1,6.3,5.5
O=C(COC(=O)CNS(=O)(=O)c1ccccc1)Nc1ccc(Cl)cn1,2.5,-0.2,0.5,-16.7
O=Cc1cccc2cccc(C(=O)O)c12,1.9,-0.1,7.0,3.8
CN(C)CCn1nc(-c2cccnc2)oc1=O,-0.1,-0.1,-0.7,-8.5
Cc1ccc(/C=N/NC(=O)COc2ccccc2[N+](=O)[O-])o1,1.4,-0.1,-27.9,-7.6
O=c1[nH]c(=S)[nH]c(O)c1C=NCCc1c[nH]c2ccccc12,-0.5,-0.1,8.9,8.3
O=C(NNc1ccccc1)Nc1ccc(Cl)c(Cl)c1,1.3,0.0,-8.7,3.7
Cc1ccnc(NC(=O)C(C)N2Cc3ccccc3C2=O)c1 (configuration not stated),1.7,-0.3,89.4*,-1.9
CCc1ccc(NC(=S)N(CCCN2CCOCC2)C2CCN(C(C)=O)CC2)cc1,1.3,-0.2,-6.3,-2.0
CC1=NN(C(=S)Nc2ccccc2)C(C)(C)C1,1.3,0.0,-0.9,-20.1
COc1ccc(C(=O)Nc2ccc(NC(=O)c3ccccc3)c(C)c2)cc1,-1.7,0.4,5.9,16.2
CCN1C(=O)C(O)(CC(=O)c2cccc3ccccc23)c2ccccc21 (configuration not stated),-0.3,0.3,-5.5,11.6
COc1ccc(N=Cc2cc3c(cc2[N+](=O)[O-])OCO3)cc1Cl,0.7,-0.1,4.5,3.2
CCN(CC)C(=O)C(=O)Nc1ccc(Br)cc1,-0.5,-0.1,-21.6,-4.7
O=C(Nc1ccc(F)cc1)C(=O)NC1CCCC1,-0.3,-0.1,-53.5,1.0
CC(=O)N1CCc2cc3nc(C)cc(C)c3cc21,-0.7&2.9,0.0,-9.2,-0.5
Fc1cccc2sc(Nc3nnc(-c4cccs4)o3)nc12,1.0,-0.2,-34.0,1.5

High-throughput results (PubChem BioAssay)
